Screening data from PubChem.
TrxR1 substrate – is turned over as a substrate by rat TrxR1 | AID 588456 | O89049 | purified TrxR1 substrate turnover, NADPH consumption readout | Potency, µM (series often up to 114 µM), for inactives: at the top dose activity change, negative = substrate turnover | 0.01% of 390,000 active; also: potency is read from the fitted curve at half-maximal effect; % is scaled to controls: 0 for no effect and ±100 for the full control effect; nearly all actives have a fitted effect of over 50% in size
Target sequence (O89049 whole entry, looked up): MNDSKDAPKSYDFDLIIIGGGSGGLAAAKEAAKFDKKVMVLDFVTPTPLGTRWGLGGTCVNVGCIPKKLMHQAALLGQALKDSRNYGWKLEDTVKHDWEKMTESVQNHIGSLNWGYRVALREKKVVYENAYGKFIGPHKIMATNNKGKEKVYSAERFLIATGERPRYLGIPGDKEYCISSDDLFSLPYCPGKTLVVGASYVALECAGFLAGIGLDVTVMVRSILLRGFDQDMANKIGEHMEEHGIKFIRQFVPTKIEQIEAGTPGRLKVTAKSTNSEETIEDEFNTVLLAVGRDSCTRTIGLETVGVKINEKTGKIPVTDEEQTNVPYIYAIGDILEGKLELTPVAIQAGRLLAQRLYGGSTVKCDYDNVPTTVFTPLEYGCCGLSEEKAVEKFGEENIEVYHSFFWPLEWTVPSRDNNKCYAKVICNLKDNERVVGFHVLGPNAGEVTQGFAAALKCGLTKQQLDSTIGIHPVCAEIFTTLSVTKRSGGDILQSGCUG
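Rat TrxR1, dispensed at 90 nM, was prereduced with 400 uM NADPH (final) for 5 min at ~22 deg C, then incubated with compound 15 min before 400 uM selenite. A first-read NADPH fluorescence drop versus no-compound background flagged substrates.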
mIDH1 inhibitor – blocks human mutant IDH1 R132H enzyme; IDH1-R132H enzyme, NADPH consumption, diaphorase/resazurin fluorescence; Potency, µM (series often up to 76.6 µM), for the others: at the top dose activity change, negative = inhibition, actives largely listed as inhibitors; 0.093% of 390,000 active; AID 602179; also: potency is read from the fitted curve at half-maximal effect; % is scaled to controls: 0 for no effect and ±100 for the full control effect; nearly all actives have a fitted effect of over 65% in size
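IDH1-R132H (0.5 ug/mL dispensed) in pH 7.5 Tris buffer was preincubated 30 min with compound, then given a substrate mix of 0.016 mM NADPH and 2 mM alpha-KG for 80 min at room temperature; remaining NADPH was read by diaphorase/resazurin fluorescence.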
Vif-A3G inh – inhibitors of Vif-APOBEC3G interaction; Q9HC16; HeLa A3G-eYFP + Vif (tagged APOBEC3G with the HIV-1 protein that degrades it), YFP fluorescence, overnight; 0.076% of 410,000 active; Potency, µM (titrated, usually from 46.1 µM), for inactives: top-dose activity, negative = active, hits mostly inhibitors;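 also: potency is read from the fitted curve at half-maximal effect; % is scaled to controls: 0 for no effect and ±100 for the full control effect; nearly all actives have a fitted effect of over 60% in size; hits raise eYFP signal because A3G escapes Vif-driven loss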
Target sequence (Q9HC16 whole entry, looked up): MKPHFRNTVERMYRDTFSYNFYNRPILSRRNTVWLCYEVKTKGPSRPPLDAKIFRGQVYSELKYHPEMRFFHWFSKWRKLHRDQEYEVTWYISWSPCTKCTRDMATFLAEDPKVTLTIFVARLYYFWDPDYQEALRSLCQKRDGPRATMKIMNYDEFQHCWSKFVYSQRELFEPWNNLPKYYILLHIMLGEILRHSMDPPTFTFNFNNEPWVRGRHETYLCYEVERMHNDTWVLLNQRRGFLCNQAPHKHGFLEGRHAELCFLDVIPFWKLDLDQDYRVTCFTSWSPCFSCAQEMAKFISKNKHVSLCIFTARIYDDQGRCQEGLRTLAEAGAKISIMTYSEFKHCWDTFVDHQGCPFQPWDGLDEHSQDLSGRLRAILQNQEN
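Read-out is eYFP fluorescence (Ex 488/Em 500-530) from Vif-expressing HeLa A3G-eYFP cells; more signal means A3G escaped Vif-mediated degradation. Cells plated overnight, compound pinned in, incubated overnight at 37 deg C.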
Vif-A3F inh – inhibitors of Vif-A3F interaction; 0.2% of 390,000 active; HeLa A3F-eYFP + Vif (tagged APOBEC3F with the HIV-1 protein that degrades it), YFP fluorescence increase; Potency, µM (titrated, usually from 46.1 µM), for the others: at the top dose activity, negative = active; also: potency is read from the fitted curve at half-maximal effect; % of control where 0% means no effect; nearly all actives have a fitted effect of over 65% in size
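HeLa cells stably expressing Vif plus C-terminally eYFP-tagged A3F were seeded, incubated overnight at 37 deg C, dosed with compound, incubated overnight again at 37 deg C. Yellow fluorescence (Ex 488/Em 500-530) reported blocked Vif-mediated A3F-eYFP degradation.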
RGS4 inhibitor – blocks human RGS4-accelerated GTP hydrolysis; 0.039% of 390,000 active; Potency, µM (series often up to 114 µM), for the others: at the highest dose activity change, negative = inhibition, most hits filed as inhibitors; P49798; AID 504845; Transcreener GDP fluorescence polarization, RGS4-accelerated GTP hydrolysis; also: potency is read from the fitted curve at half-maximal effect; % is scaled to controls: 0 for no effect and ±100 for the full control effect; nearly all actives have a fitted effect of over 75% in size; some results filed as inactive show a strong effect at the top dose
Target sequence (P49798 whole entry, looked up): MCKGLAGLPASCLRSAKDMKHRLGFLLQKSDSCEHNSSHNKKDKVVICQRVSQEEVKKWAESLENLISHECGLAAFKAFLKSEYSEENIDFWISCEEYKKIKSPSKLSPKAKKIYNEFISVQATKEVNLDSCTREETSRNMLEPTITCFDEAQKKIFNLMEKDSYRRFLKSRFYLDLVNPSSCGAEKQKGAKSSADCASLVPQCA
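MLSMR compounds (23 nl, pin-transferred) preincubated 10 min at room temperature with a 500nM (2x) first reagent, then RGS4 at 900nM (2x) plus Transcreener GDP mix added; fluorescence polarization (620/688 nm) read before and after 90 min at 30 °C.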
GRP78 ERSR act – induces the endoplasmic reticulum stress response in human glioma cells; U87-MG GRP78 promoter luciferase reporter, 16 h; Potency, µM, for inactives: top-dose activation, usual class: activators; 0.02% of 420,000 active; AID 602332; also: potency is read from the fitted curve at half-maximal effect; series mostly up to about 76 µM; % of control where 0% means no effect; nearly all actives have a fitted effect of over 35% in size
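Stably transfected U87-MG human glioma cells carrying a GRP78-based luminescent sensor were seeded at 1000 cells/well, pin-dosed with compounds and incubated 16 h. Luciferase reagent was then added, and end-point luminescence was read after 10 min at room temperature.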
USP1-UAF1 inh – USP1/UAF1 (human) deubiquitinase inhibition; Potency, µM (doses to about 57.1 µM), inactives show at the highest dose activity change, negative = inhibition, most hits filed as inhibitors; 0.23% of 390,000 active; O94782; AID 743255; recombinant USP1/UAF1, Ub-Rhodamine cleavage fluorescence; also: potency is read from the fitted curve at half-maximal effect; % is scaled to controls: 0 for no effect and ±100 for the full control effect; nearly all actives have a fitted effect of over 60% in size; inactives centre near -12
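Step one: compound is pinned into 1nM USP1/UAF1 in HEPES pH 7.8 buffer with TCEP. Step two: 15 min room-temperature incubation. Step three: Ub-Rho (150nM final) starts cleavage, tracked by fluorescence over six one-minute reads.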
TrxR1 inh – rat TrxR1 inhibition | O89049 | recombinant rTrxR1, NADPH fluorescence consumption, selenite substrate | Potency, µM (series often up to 114 µM), without a hit: at the highest dose activity change, negative = inhibition, hits mostly inhibitors | 1% of 390,000 active | AID 588453; also: potency is read from the fitted curve at half-maximal effect; % is scaled to controls: 0 for no effect and ±100 for the full control effect; nearly all actives have a fitted effect of over 65% in size
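Rat TrxR1 (90 nM in the dispensed reagent) was pre-reduced with 400 uM NADPH for 5 min at room temperature, then incubated with compound for 15 min. After 400 uM selenite was added, NADPH fluorescence (Ex 340/Em 450 nm) was followed for 8 min.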
LDHA inh – LDHA (human) enzyme inhibition; P00338; purified LDHA, NADH/diaphorase-resazurin fluorescence; stronger effect = lower value; activity change, % (values are at about 110 or 230 µM); 0.15% of 480,000 active; AID 1347041; in the data active = activity change below about -30%; inconclusive = mostly about -25% to -30%;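 also: plate controls were DMSO wells for no effect and wells without enzyme for full effect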
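Remaining NADH was detected by diaphorase (0.133 mg/mL) converting 37 µM resazurin to fluorescent resorufin, read at 0 and 20 minutes. The preceding 5-minute room-temperature reaction used 2 nM LDHA, 0.2 mM sodium pyruvate and 0.06 mM NADH at pH 7.4.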
An asterisk follows results filed as active; ? = inconclusive; nt = not tested or not shown; & = joins results of further samples; [ ] = another dose, or the depositor's remark. Unless noted, calls follow the shape of the dose curve; as a rule, active = well fitted curve in the direction sought with a large enough effect; inconclusive = small, poorly fitted or top-dose-only effect, or another doubt; inactive = no such curve, though single readings can be large; an effect the other way counts as inactive or inconclusive. An excerpt, so the mix of outcomes need not match the whole.

A first look:
SMILES	TrxR1 substrate	mIDH1 inhibitor	Vif-A3G inh	Vif-A3F inh	RGS4 inhibitor	GRP78 ERSR act	USP1-UAF1 inh	TrxR1 inh	LDHA inh
COc1ccc(-c2ccc(=O)n(Cc3ccc([N+](=O)[O-])cc3)n2)cc1	0%	3%	0%	2%	20%	-5%	-12%	16%	-2
O=[N+]([O-])c1cc(-c2nc(-c3ccco3)no2)ccc1NCc1ccccc1	-7%	2%	2%	-1%	0%	1%	-21%	-21%	-2
N/C(=N\OC(=O)c1cccc(F)c1)c1ccccc1	-4%	2%	-5%	0%	17%	7%	-6%	-11%	-6
CCCC(C)C(=O)Nc1ncc(S(=O)(=O)c2ccc([N+](=O)[O-])cc2)s1 (stereo unspecified)	1%	3%	-1%	-1%	-2%	-3%	-21%	-5%	2
CN1C(=O)c2cccc3c(N(C)C)ccc(c23)C1=O	-9%	0%	?	?	11%	-1%	?	-1%	-15
COc1ccc(-c2nc3ccccc3c(=O)n2CCN2CCOCC2)cc1	11%	9%	1%	-4%	3%	-3%	-22%	22%	-10&-8
C#CCSc1nc2sc3c(c2c(=O)n1C)CCC3	-7%	1%	-1%	-7%	27%	1%	2%	-16%	-8

The whole of this part, from the start:
SMILES	TrxR1 substrate	mIDH1 inhibitor	Vif-A3G inh	Vif-A3F inh	RGS4 inhibitor	GRP78 ERSR act	USP1-UAF1 inh	TrxR1 inh	LDHA inh
COc1ccc(-c2ccc(=O)n(Cc3ccc([N+](=O)[O-])cc3)n2)cc1	0%	3%	0%	2%	20%	-5%	-12%	16%	-2
O=[N+]([O-])c1cc(-c2nc(-c3ccco3)no2)ccc1NCc1ccccc1	-7%	2%	2%	-1%	0%	1%	-21%	-21%	-2
N/C(=N\OC(=O)c1cccc(F)c1)c1ccccc1	-4%	2%	-5%	0%	17%	7%	-6%	-11%	-6
CCCC(C)C(=O)Nc1ncc(S(=O)(=O)c2ccc([N+](=O)[O-])cc2)s1 (stereo unspecified)	1%	3%	-1%	-1%	-2%	-3%	-21%	-5%	2
CN1C(=O)c2cccc3c(N(C)C)ccc(c23)C1=O	-9%	0%	?	?	11%	-1%	?	-1%	-15
COc1ccc(-c2nc3ccccc3c(=O)n2CCN2CCOCC2)cc1	11%	9%	1%	-4%	3%	-3%	-22%	22%	-10&-8
C#CCSc1nc2sc3c(c2c(=O)n1C)CCC3	-7%	1%	-1%	-7%	27%	1%	2%	-16%	-8
O=c1cc(N2CCN(c3ccc(F)cc3)CC2)[nH]c(=O)n1Cc1ccc(F)cc1	-6%[57.1 µM]	-3%	-14%	-18%	12%	-6%	9%	?	-4
O=C(Nc1ccccc1NC(=O)C1CCCO1)c1ccco1 (stereo unspecified)	-7%	-3%	0%	2%	19%	-2%	-14%	-8%	-7
COc1cc(OC)cc(C(=O)NC2CCCN(Cc3ccc(Cl)cc3)C2)c1 (stereo unspecified)	0%	5%	-12%	-10%	-4%	0%	-5%	6%	0
Cc1ccc2oc3c(c(=O)c2c1)C(c1ccc(OCC(N)=O)cc1)N(Cc1ccc2c(c1)OCO2)C3=O (stereo unspecified)	2%	23%	-5%	-8%	0%	1%	-9%	9%	1
COc1ccc(Cl)cc1NC(=O)c1nnn(CC(=O)Nc2ccc(OC)c(OC)c2)c1N	6%	1%	1%	-2%	-43%	-3%	-21%	22%	0
O=C(CC(=O)NN=Cc1ccc2c(c1)CCC2)NN=Cc1ccc2c(c1)CCC2	9%[57.1 µM]	-3%	0%	9%	-2%	-1%	-15%	2%[11.4 µM]	-5
CC(CCc1ccc(O)cc1)N1CCC(Oc2ccc(C(=O)N3CCCC3)cc2)CC1 (stereo unspecified)	-6%	-1%	-6%	-24%	2%	-3%	1%	-15%	-4
N#Cc1ccc(S(=O)(=O)N2CCN(c3ncccn3)CC2)cc1	1%	3%	1%	7%	27%	-2%	-10%	17%	-6
Cc1ccc(NC(=O)CSCC(=O)N(C)CC(=O)Nc2cccc3ccccc23)cc1	-3%	1%	-4%	-6%	5%	-1%	0%	15%[57.1 µM]	0
O=S(=O)(c1cccc(C(F)(F)F)c1)N1CCN(c2nc(-c3ccccc3)nc3ccccc23)CC1	3%	nt	-2%	nt	22%	-1%	nt	14%	-10
OCCOCCn1c2ccccc2c2ccccc21	19%[57.1 µM]	-1%	-1%	-9%	9%	1%	-11%	24%[57.1 µM]	-11
CN(C)c1nc(N)nc(-c2ccco2)n1	5%	4%	0%	-1%	17%	-2%	-8%	1%[57.1 µM]	2
COc1ccc(-c2nc(SC(C)C(=O)NCC3CCCO3)n[nH]2)cc1 (stereo unspecified)	1%	2%	-27%	-13%	-1%	-1%	-20%	0%	-5
COc1ccc([N+](=O)[O-])cc1NS(=O)(=O)c1cc(C(=O)NCc2cccnc2)ccc1Cl	-5%	-12%	-1%	1%	-12%	-2%	-11%	22%	-2
CCOC(=O)c1c(CSc2ccccc2)n(C)c2ccc(O)c(CN3CCOCC3)c12	6%[57.1 µM]	12%	2%	-7%	-4%	-5%	-19%	12%[57.1 µM]	2
Cc1ccc(C)c(-n2c(Cc3cc(=O)[nH]c(=O)[nH]3)nnc2SCC(=O)NCc2ccco2)c1	3%[57.1 µM]	-2%	3%	3%	-40%	-1%	-11%	-34%[57.1 µM]	-6
COc1cc2c(cc1NC(=O)COc1cc(C)ccc1C)oc1ccccc12	0%	-7%	-6%	9%	11%	-2%	-13%	16%	-4
CCn1nnc(-c2ccccc2NC(=O)c2cc(OC)c(OC)c(OC)c2)n1	10%	-1%	-9%	-8%	13%	-2%	-19%	13%	1
Further compounds follow:
SMILES	TrxR1 substrate	mIDH1 inhibitor	Vif-A3G inh	Vif-A3F inh	RGS4 inhibitor	GRP78 ERSR act	USP1-UAF1 inh	TrxR1 inh	LDHA inh
CCOc1ccc(N(Cc2cc3cc(OC)ccc3[nH]c2=O)C(=O)C2CCCO2)cc1 (stereo unspecified)	24%[57.1 µM]	-3%	-2%	3%	-22%	-5%	0%	7%[57.1 µM]	-4
O=C(NCC1CCCO1)c1nn2c(C(F)(F)F)cc(-c3ccc(Br)o3)nc2c1Br (stereo unspecified)	6%	-3%	-9%	-10%	-47%	0%	-6%	14µM*	-4
O=C(NCc1ccccc1Cl)C1(S(=O)(=O)c2ccc(Cl)cc2)CC1	2%	-6%	-5%	-4%	12%	2%	-18%	13%	-12
O=C(NC12CC3CC(CC(C3)C1)C2)N1CCN(c2ncccn2)CC1	-4%	-2%	5%	19%	21%	-1%	3%	3%	-5
CN(C)S(=O)(=O)c1ccc(N2CCCC2)c(C(=O)NNC(=O)COc2ccccc2Cl)c1	0%	2%	1%	-1%	-6%	-2%	-14%	-5%	-2
Cc1ccc(/C=C(\C#N)c2nc3ccccc3c(=O)[nH]2)cc1	4%	18%	-2%	-7%	-21%	2%	-30%	6%	-12
S=C(N/N=C/c1ccc(Cl)cc1)N1CCOCC1	-14%	5%	-4%	-12%	-35%	-6%	-18%	-36%	-5
Cc1ccc(-n2c(SCC(=O)Nc3cc(S(=O)(=O)N4CCOCC4)ccc3Cl)nc3ccccc3c2=O)cc1	-10%	3%	0%	-7%	4%	4%	-5%	1%	-4
O=C(NNC(=O)NC1CCCCC1)NC1CCCCC1	2%	4%	1%	-7%	-21%[56.9 µM]	0%	-9%	10%	0
CCCCc1c(O)nc(SCC(=O)O)[nH]c1=O	5%[57.1 µM]	2%	0%	5%	-17%	-2%	-14%	9%	-6
CCCc1cc(C(=O)NCCc2ccc(OC)c(OC)c2)no1	6%[57.1 µM]	3%	0%	2%	-3%	-1%	-19%	16%[57.1 µM]	2
CCN(CC)c1ccc(S(=O)(=O)Nc2cc(Cl)ccc2Cl)cc1NC(=S)NC(=O)C1CCCC1	-17%	-7%	-15%	-11%	-35%	2%	-19%	-15%	-7
CCn1c2ccccc2c2cc(C3N=C(N)Nc4nc5ccccc5n43)ccc21 (stereo unspecified)	12%	2%	5%	-7%	0%	2%	-5%	19%	-1
Cc1ccc(CSCCC(=O)N2CCN(c3ccc(F)cc3)CC2)cc1	6%[57.1 µM]	0%	6%	12%	19%	-3%	-1%	12%[57.1 µM]	-2
Cc1ccc(-n2ncc3c2CCCC3NC(=O)CCc2cnn(C)c2)cc1C (stereo unspecified)	-2%	2%	0%	-2%	-18%	-4%	-12%	-4%	-3
COc1ccccc1NC(=O)Cn1c(SCC(=O)NCc2ccccc2)nc2ccccc21	9%[57.1 µM]	-8%	-2%	0%	-5%	2%	-7%	28%[57.1 µM]	-11
O=C(/C=N/NC(=O)c1ccccc1Br)c1ccccc1	0%	8%	10%	17%	-21%	8%	-21%	0%	-2
CSc1ccccc1-c1nc(-c2ccncc2)no1	10%[57.1 µM]	6%	0%	-13%	-6%	-5%	-16%	7%[57.1 µM]	-1
